Source: PubChem BioAssay (several laboratories)
dFosB act = enhances mouse delta FosB homodimer DNA binding; purified delta FosB, TAMRA-CDK5 oligo fluorescence polarization; percent of positive-control signal above neutral wells; activation, % at 25 µM; 340,000 compounds, 0.99% hits; AID 493131;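 active = mean activation above about 17%, with every replicate also reaching it, limit read from the data, passing the limit was not always enough; inconclusive = only one of the two conditions met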;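 also: fluorescence polarization rise as delta FosB binds a TAMRA Cdk5 AP-1 oligo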
HTR5A ag ctr = HTR5A agonism, opioid heterodimer counter-screen; activation, % at 9.3 µM; HTR5A agonist assay, luminescence, cell-based; 340,000 compounds, 0.61% hits; AID 504692; in the data active = activation mostly above about 9.5%, no sharp cut-off; inactive = mostly below about 7.6%;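 also: 0% = cells with vehicle only and 100% = reference agonist; strong numbers were not always called active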
CDK5 inh = CDK5/p35 (human) kinase inhibition; Q00535+Q15078; Recombinant CDK5/p35, ADP-Glo luminescence, 60 min; inhibition, % at 10 µM; 330,000 compounds, 0.01% hits;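 active = highest replicate inhibition of at least 50% and at least 75% of replicates reaching 50%; inconclusive = only one of the two criteria met; inactive = both criteria failed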;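 also: plate controls were DMSO neutral control for no effect and GW8510 at 10 µM for full effect; many of its hits are not listed in these tables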
Target sequence (Q00535 whole entry, looked up): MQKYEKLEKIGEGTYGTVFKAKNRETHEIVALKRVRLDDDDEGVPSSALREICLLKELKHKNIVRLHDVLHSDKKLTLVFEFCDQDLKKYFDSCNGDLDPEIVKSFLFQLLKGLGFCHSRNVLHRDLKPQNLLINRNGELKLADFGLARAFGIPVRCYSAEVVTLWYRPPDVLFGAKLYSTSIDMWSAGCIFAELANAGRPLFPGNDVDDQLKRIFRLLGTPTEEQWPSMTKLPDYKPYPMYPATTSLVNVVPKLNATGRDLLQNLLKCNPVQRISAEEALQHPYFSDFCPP
Target sequence (Q15078 whole entry, looked up): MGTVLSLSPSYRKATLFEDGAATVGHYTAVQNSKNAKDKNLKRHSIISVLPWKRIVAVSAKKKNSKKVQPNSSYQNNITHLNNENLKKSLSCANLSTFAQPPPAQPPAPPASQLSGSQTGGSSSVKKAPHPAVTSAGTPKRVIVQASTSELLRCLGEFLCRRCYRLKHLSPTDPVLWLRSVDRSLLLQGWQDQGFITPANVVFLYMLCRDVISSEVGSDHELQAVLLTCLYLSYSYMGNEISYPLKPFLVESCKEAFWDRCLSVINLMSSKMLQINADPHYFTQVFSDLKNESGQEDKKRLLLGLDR
Wnt bcat act = activates Wnt/beta-catenin signaling in a reporter cell assay | activator, plate reader | activation, % at 9.35 µM | 300,000 compounds, 1.2% hits; in the data active = activation above about 30%, passing the limit was not always enough; inconclusive = no clear call, values can overlap the other calls;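 also: 0% = neutral control wells and 100% = positive control wells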
Rtt109 HAT inh = C. albicans Rtt109 histone acetyltransferase inhibition | inhibition, % at 34.9 µM | purified Rtt109/Vps75, ThioGlo CoA-SH fluorescence, 4 h | 330,000 compounds, 0.16% hits | Q5AAJ8;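 active = inhibition of at least 50% in every replicate; inconclusive = best replicate reaches 50% inhibition but some replicates fall short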
Target sequence (Q5AAJ8 whole entry, looked up): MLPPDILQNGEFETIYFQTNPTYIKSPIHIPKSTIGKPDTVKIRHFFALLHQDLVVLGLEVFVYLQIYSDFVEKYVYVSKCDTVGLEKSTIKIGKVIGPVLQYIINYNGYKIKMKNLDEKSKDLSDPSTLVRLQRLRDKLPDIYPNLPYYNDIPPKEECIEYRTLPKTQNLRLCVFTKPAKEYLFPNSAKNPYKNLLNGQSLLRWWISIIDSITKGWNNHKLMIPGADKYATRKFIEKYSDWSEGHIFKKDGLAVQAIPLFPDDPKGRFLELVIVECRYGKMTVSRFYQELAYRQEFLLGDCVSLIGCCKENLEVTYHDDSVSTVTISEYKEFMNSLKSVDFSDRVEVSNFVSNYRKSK
SR-BI uptake up = enhances SR-BI lipid uptake from DiI-HDL; 320,000 compounds, 0.096% hits; activation, % at 12.5 µM; CHO ldlA[mSR-BI] cells, DiI-HDL uptake fluorescence, 3 h; 100 = double the neutral-control signal; AID 504775;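 active = mean replicate activation of at least 60% and every replicate at or above 60%; inconclusive = mean or all-replicate condition met, but not both; inactive = mean below 60% and not all replicates reaching 60%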;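 also: 0% = median plate neutral-control signal and 100% = twice that signal; values of inactives mirror those of a sister screen read the other way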
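Test system: SR-BI-overexpressing, LDLR-lacking CHO cells. Measured by: DiI fluorescence, bottom read. Medium: Ham's F12 with 0.5% BSA, HEPES 25 mM, pH 7.4. Timing: 3 h uptake period with compound, 37 °C.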
cardiac RTF act = increases calcium sensitivity of human cardiac regulated thin filaments; IANBD-labeled TnC RTF fluorescence at EC20 calcium; 0% EC20 calcium, 100% full calcium; AID 493008; activation, % at 7.2 µM; 340,000 compounds, 0.24% hits; P19429+P45379;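 active = activation above the mean over all tested compounds plus 3 SD, cut at about 30% in these data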;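 also: rise in fluorescence read as greater calcium sensitivity of cardiac thin filaments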
SR-BI DiI inh = blocks mouse SR-BI lipid uptake from DiI-HDL. Q61009. ldlA[mSR-BI] CHO cells, DiI-HDL uptake fluorescence, 3 h. inhibition, % at 12.5 µM. 320,000 compounds, 0.96% hits. AID 488896;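 active = mean replicate inhibition of at least 70% and a set share of replicates each scoring 70 or more; inconclusive = meets just one of the two criteria; inactive = fails both criteria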;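 also: 0% = median of neutral control wells and 100% = median of positive control wells; values of inactives mirror those of a sister screen read the other way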
MITF act = MITF TRPM1 promoter activation in melanoma cells. SK-MEL-5 TRPM1-promoter luciferase, 24 h; % of positive control, neutral wells = 0. activation, % at 12.5 µM. 300,000 compounds, 0.75% hits. AID 588334;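 active = mean activation of at least 80% with every replicate also reaching 80%; inconclusive = mean reaches 80% but some replicate falls short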;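 also: 0% = neutral control wells and 100% = parthenolide positive control wells; values of inactives mirror those of a sister screen read the other way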
PvdQ acylase = blocks Pseudomonas aeruginosa PvdQ acylase activity; purified PvdQ acylase, fluorescence plate reader; inhibition, % at 10 µM; 340,000 compounds, 0.063% hits; AID 488965; in the data active = inhibition above about 30%, passing the limit was not always enough; inconclusive = no clear call, values can overlap the other calls;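 also: 0% = vehicle neutral wells and 100% = reference inhibitor wells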
Numbers without * were called inactive; ? = inconclusive; nt = no result given.

SMILES | dFosB act | HTR5A ag ctr | CDK5 inh | Wnt bcat act | Rtt109 HAT inh | SR-BI uptake up | cardiac RTF act | SR-BI DiI inh | MITF act | PvdQ acylase
Cc1ccccc1C(=O)OCCN1CCOCC1 | -1.9 | -0.2 | 2.2 | nt | -3.4 | 7.0 | -2.9 | -7.0 | 22.6 | -12.6
CN1CCN(S(=O)(=O)c2ccc(-c3ccccc3)cc2)CC1 | -7.5 | 3.0 | 0.9 | nt | 2.9 | 11.4 | 5.2 | -11.4 | 8.6 | -9.6
COc1cc(/C=C/C(=O)OCC(=O)c2c(N)n(C)c(=O)n(C)c2=O)ccc1OCC#N | -10.4 | 0.2 | -0.3 | 0.1 | -2.5 | -71.5 | -1.1 | 71.5* | -6.0 | -5.6
Cc1cc(C)c(S(C)(=O)=O)c(NN)n1 | -0.5 | 6.9 | 1.5 | 1.8 | 8.5 | 28.4 | -9.0 | -28.4 | -7.4 | 13.8
COc1ccc(C2C(C#N)=C(N)Oc3cc(O)ccc32)cc1OC (stereo not drawn) | -0.7 | -3.4 | 2.4 | nt | 1.6 | 27.8 | 1.9 | -27.8 | -12.2 | -18.8
CS(=O)(=O)Nc1cccc(-c2cn3ccccc3n2)c1 | -0.4 | -0.8 | 0.6 | 7.9 | 0.5 | -3.3 | 4.7 | 3.3 | 30.3 | -6.4
O=C(CCc1nnc2ccc(N3CCOCC3)nn12)Nc1ccc(F)cc1F | 1.9 | -4.0 | 0.5 | 0.3 | -3.0 | 7.5 | -7.6 | -7.5 | 11.3 | -11.2
CCOC(=O)c1c(NC(=O)c2c(-c3ccccc3)noc2C)sc(C)c1-c1ccccc1 | 0.7 | -0.5 | -1.9 | nt | 2.1 | -75.1 | -2.9 | 75.1* | -5.9 | -6.2
Cc1ccc(C(=O)NCC(=O)Nc2ccc(S(=O)(=O)Nc3cc(C)nc(C)n3)cc2)cc1 | -0.1 | 1.2 | -0.3 | -0.8 | 11.1 | 26.8 | -1.5 | -26.8 | 11.8 | 6.4
Cc1ccc[n+](CC(=O)c2ccc(Cl)cc2)c1 | 1.1 | 0.6 | -1.9 | -1.0 | 7.0 | -18.2 | 3.5 | 18.2 | -9.9 | -16.9
O=S(=O)(N/N=C/c1ccc(N2CCOCC2)cc1)c1ccccc1 | -13.2 | -0.5 | -3.0 | 0.5 | 9.6 | -17.7 | 0.3 | 17.7 | 15.0 | -0.8
S=c1[nH]nc(Cc2ccccc2)n1-c1cccc2ccccc12 | -11.0 | -0.1 | -1.4 | nt | nt | 3.3 | -5.2 | -3.3 | -9.8 | -14.2
COc1ccc(/C=C/C(=O)NC(=S)NCC2CCCO2)cc1 (stereo not drawn) | -0.9 | -3.0 | -0.5 | -0.3 | 0.2 | -7.1 | -0.8 | 7.1 | -5.7 | -11.7
Cc1ccc(C(=O)NC(Cc2c[nH]c3ccccc23)C(=O)O)o1 (stereo not drawn) | -1.7 | 3.3 | 2.5 | 0.3 | 5.9 | 13.0 | 5.0 | -13.0 | -6.4 | -15.6
Cc1cccc(N2CCN(C(=O)CCS(=O)(=O)c3ccc4c(c3)NC(=O)CO4)CC2)c1C | -7.8 | -3.8 | 0.1 | -3.7 | 16.0 | -20.4 | -2.1 | 20.4 | -11.0 | -0.9
COc1ccc(NC(=O)c2sc3nc(C)nc(N4CCOCC4)c3c2C)c(OC)c1 | -6.4 | 9.0 | -7.4 | -1.0 | 1.5 | -21.6 | -5.6 | 21.6 | 10.3 | -17.2
CCC(Oc1ccc(C)cc1)C(=O)Nc1ccc2c(c1)n(C)c(=O)n2C (stereo not drawn) | -6.6 | 3.4 | 0.1 | 0.7 | -2.9 | 7.8 | -8.4 | -7.8 | nt | -17.1
CC(C)CC(C(=O)O)N1C(=O)C2C3C=CC(C2C1=O)C1C(=O)N(C(CC(C)C)C(=O)O)C(=O)C31 (stereo not drawn) | 1.4 | 0.5 | 0.0 | -0.5 | -4.7 | 13.4 | -6.3 | -13.4 | 8.9 | 0.1
C=C(C)CN(CC)C(=O)CCc1nnc(CCc2c[nH]c3ccccc23)o1 | -6.3 | -3.5 | 0.5 | 4.0 | 1.4 | 9.1 | -6.4 | -9.1 | -13.5 | -9.6
CC(=O)Nc1nnc(SCC(=O)NC2CC2)s1 | 10.1 | 4.7 | 0.5 | 0.0 | -12.2 | 15.3 | 6.3 | -15.3 | 4.3 | -14.9
Cc1cccc(Cn2c(=O)c3c(nc4n3CCCN4Cc3ccccc3)n(C)c2=O)c1 | -12.2 | -4.0 | -0.1 | nt | -9.2 | 1.7 | 4.2 | -1.7 | -6.5 | -10.1
CC(=O)NCCc1ccc(S(=O)(=O)NC2OC(=O)c3ccccc32)cc1 (stereo not drawn) | -1.1 | 1.3 | -1.3 | nt | -5.2 | 17.2 | -2.4 | -17.2 | nt | -1.2
CCC(=O)Nc1ccc(C(=O)CSc2nnc(-c3ccc(NS(C)(=O)=O)cc3)n2C)cc1OC | -5.5 | 5.1 | 1.2 | -5.3 | -2.7 | -2.2 | 3.0 | 2.2 | 14.6 | -16.0
Cc1ccc(NC(=S)NNC(=O)c2c([N+](=O)[O-])c(C)nn2C)cc1 | 7.9 | -0.7 | -0.5 | nt | 4.9 | -3.1 | -3.9 | 3.1 | -5.1 | -21.6
O=C(Nc1ccc2c(c1)OCCO2)c1cccc(Br)c1 | 1.8 | -2.6 | 1.0 | 26.7 | -1.9 | -9.5 | 6.3 | 9.5 | nt | -0.9
CC(=O)N1CCN(c2ccc(NC(=O)c3ccc([N+](=O)[O-])cc3)cc2)CC1 | -4.1 | -0.2 | -1.7 | -3.2 | -9.2 | -5.2 | -1.0 | 5.2 | 6.3 | -3.6
CCN(CCCNC(=O)CCc1nc(-c2ccc(C)cc2)no1)c1cccc(C)c1 | -11.4 | -0.7 | -1.1 | nt | -7.1 | -9.6 | -5.0 | 9.6 | -4.7 | 0.7
O=C1CC(=O)N(c2ccccc2)N1c1ccccc1 | -1.0 | 3.2 | -0.6 | -1.5 | -6.2 | 3.3 | -5.7 | -3.3 | -4.5 | -7.0
Cc1c(CBr)[n+](=O)c2c(n1[O-])C(Br)CCC2Br (stereo not drawn) | -0.1 | 7.0 | 0.9 | -0.2 | 2.9 | 5.8 | 6.8 | -5.8 | 1.9 | -9.3
COc1cc(/C=C2\SC(=O)NC2=O)ccc1OCc1ccc(Cl)nc1 | -3.4 | 0.6 | 1.4 | 2.5 | -19.2 | 3.6 | 12.1 | -3.6 | 19.9 | -13.8
Nc1c(C(=O)Nc2nc3ccccc3s2)sc2nc(-c3cccs3)ccc12 | -5.0 | 11.4 | -0.2 | 1.8 | -14.2 | -71.2 | 10.6 | ? | -67.0 | 16.1
Cc1ccnc(SCC(=O)N2CCc3ccccc32)n1 | -2.3 | 0.1 | 2.7 | 13.7 | -3.9 | -2.6 | 5.5 | 2.6 | 86.0* | -9.7
Cc1cc(C(=O)Nc2ccc(S(=O)(=O)N3CCCC3)cc2)cs1 | -13.3 | -4.9 | 0.0 | -2.2 | 4.7 | 6.3 | 3.4 | -6.3 | 5.3 | -7.7
COc1ccc(CCNC(=O)CN2CCC(C)CC2)cc1OC | 2.9 | 4.7 | 3.1 | 1.0 | 16.1 | 17.8 | 0.7 | -17.8 | nt | 10.5
O=C1NN(c2ccccc2)C(=O)/C1=C\c1ccc(-c2cc([N+](=O)[O-])ccc2O)o1 | -2.7 | 3.9 | 4.4 | -1.5 | -2.7 | -13.1 | -1.9 | 13.1 | -4.6 | -12.0
Cc1ccc(C)c(CN2C(=O)C3(OCCCO3)c3ccccc32)c1 | -11.2 | -2.6 | -2.3 | -4.3 | -4.8 | -20.0 | -2.6 | 20.1 | -5.0 | -10.5
CCN(CC)c1ccc(/C=N/NC(=O)c2ccc(Br)o2)cc1 | -5.4 | 1.6 | nt | -0.2 | 1.0 | -38.4 | 0.0 | 38.4 | 115.9* | -6.0
O=C(COC(=O)c1cccc(Cl)c1)NCCN1C(=O)CSC1=O | -6.1 | 1.2 | -0.3 | 0.1 | 2.2 | 9.9 | -4.9 | -9.9 | -5.9 | -18.6
CCc1nc(SCC(=O)Nc2cc(C)on2)c2c(C)c(C)sc2n1 | -3.2 | -3.0 | -0.2 | nt | -0.3 | 10.4 | 2.1 | -10.4 | -12.0 | -10.9
Cc1ccccc1CC1(CO)CCCN(C(=O)c2ccc3ncccc3c2)C1 (stereo not drawn) | -4.2 | 0.7 | -0.3 | -0.2 | 3.3 | 4.0 | 1.8 | -4.0 | -7.5 | -3.3
O=C(COc1ccc(S(=O)(=O)N2CCOCC2)cc1Cl)NCc1ccccn1 | 2.2 | -3.1 | 0.1 | 0.2 | -1.4 | nt | -2.8 | nt | nt | -8.0
O=C(O)c1ccc2c(=O)n3c(nc2c1)/C(=C/c1cccc(Cl)c1Cl)CCCC3 | -5.3 | 0.6 | 0.3 | nt | 7.7 | 8.3 | -0.4 | -8.3 | -8.2 | -15.8
S=c1nc[nH]c2c1cnn2-c1ccccc1 | -3.4 | 1.4 | 1.2 | 1.5 | 4.3 | -2.6 | 1.0 | 2.6 | nt | -12.7
CC(=O)OCCNC(=O)Cn1cnc2c1c(=O)n(C)c(=O)n2C | 9.4 | nt | -0.6 | nt | -4.2 | 12.8 | -0.8 | -12.8 | 10.1 | -7.2
O=C(Cn1c(NCCO)nc2ccccc21)NCC1CCCO1 (stereo not drawn) | 5.3 | nt | 2.7 | 2.1 | 1.3 | 13.4 | -3.0 | -13.4 | 7.2 | -12.8
COc1cnc(-c2ccccc2)nc1Oc1cccc(C)c1 | -12.2 | 4.4 | 0.4 | -2.5 | -5.3 | 22.7 | 3.3 | -22.7 | nt | 10.8
O=C(O)CCc1nc2cc3ccccc3cc2[nH]1 | 0.5 | 1.7 | 0.1 | -2.1 | -3.9 | 13.7 | -0.3 | -13.7 | -8.3 | -9.2
O=C(Nc1nnc(C2CCCCC2)s1)c1cccs1 | -3.5 | 4.5 | 0.2 | 58.0* | -4.5 | 13.1 | 4.7 | -13.1 | nt | 29.0
CCCOC(=O)CSc1nnc(-c2cc(OC)c(OC)c(OC)c2)o1 | -4.8 | -6.0 | 0.0 | nt | -0.5 | -5.7 | 1.6 | 5.7 | -9.4 | -2.9
NS(=O)(=O)c1ccc(CNS(=O)(=O)c2ccc(Cl)nc2)cc1 | -5.2 | 5.0 | -2.0 | nt | nt | 2.7 | -0.9 | -2.7 | 3.1 | -0.4
